hERG WT inh – qHTS for Inhibitors of KCHN2 3.1: Wildtype qHTS. Voltage-gated inwardly rectifying potassium channel KCNH2 (Homo sapiens), Q12809. U2OS, BacMam KCNH2, thallium flux FluxOr; hits give low values. activity change, % at 1.84 µM. 340,000 compounds, 0.37% hits;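 active = maximum activity change below -70%; inconclusive = maximum activity change between -70% and -50%; inactive = maximum activity change above -50%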; note: % is set by controls: 0 for no effect and ±100 for the full control effect
Target sequence (Q12809 whole entry, looked up): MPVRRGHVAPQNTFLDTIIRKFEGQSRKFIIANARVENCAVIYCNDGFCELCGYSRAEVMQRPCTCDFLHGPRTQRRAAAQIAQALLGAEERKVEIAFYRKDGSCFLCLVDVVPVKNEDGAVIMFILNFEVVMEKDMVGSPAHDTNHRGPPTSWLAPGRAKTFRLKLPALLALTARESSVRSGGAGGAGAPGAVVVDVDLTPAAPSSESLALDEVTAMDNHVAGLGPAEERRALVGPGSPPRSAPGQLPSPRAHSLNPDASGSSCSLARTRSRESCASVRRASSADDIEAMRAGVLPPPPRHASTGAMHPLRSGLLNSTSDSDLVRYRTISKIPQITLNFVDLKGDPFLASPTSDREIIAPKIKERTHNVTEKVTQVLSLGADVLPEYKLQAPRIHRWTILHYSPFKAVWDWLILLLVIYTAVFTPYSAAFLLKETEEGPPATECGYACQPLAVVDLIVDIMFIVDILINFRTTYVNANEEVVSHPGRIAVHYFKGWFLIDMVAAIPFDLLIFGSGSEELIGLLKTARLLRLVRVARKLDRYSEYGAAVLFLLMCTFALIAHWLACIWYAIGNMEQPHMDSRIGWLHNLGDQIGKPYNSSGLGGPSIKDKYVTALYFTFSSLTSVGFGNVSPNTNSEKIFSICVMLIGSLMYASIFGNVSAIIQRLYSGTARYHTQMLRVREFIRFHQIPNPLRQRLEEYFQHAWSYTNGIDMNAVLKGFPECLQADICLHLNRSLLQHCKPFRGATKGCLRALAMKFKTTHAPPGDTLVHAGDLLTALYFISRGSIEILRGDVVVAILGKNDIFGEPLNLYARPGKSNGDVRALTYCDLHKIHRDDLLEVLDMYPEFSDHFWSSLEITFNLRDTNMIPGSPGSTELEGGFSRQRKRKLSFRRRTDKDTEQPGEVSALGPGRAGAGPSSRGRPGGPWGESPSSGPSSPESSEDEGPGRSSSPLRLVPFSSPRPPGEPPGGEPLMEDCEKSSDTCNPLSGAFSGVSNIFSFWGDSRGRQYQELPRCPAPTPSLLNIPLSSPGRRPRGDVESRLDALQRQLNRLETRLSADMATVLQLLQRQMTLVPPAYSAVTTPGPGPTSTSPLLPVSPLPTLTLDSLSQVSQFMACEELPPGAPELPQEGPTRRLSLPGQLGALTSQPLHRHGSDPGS
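U2OS cells transduced with wild-type KCNH2 virus are loaded with FluxOr dye for 45 min, and thallium flux is measured in kinetic reads before and after stimulation buffer. Rate constants are normalized to DMSO controls.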
TCR activator – Activators of T cell receptors: qHTS campaign | primary human leukocytes, anti-CD3, IL-2 HTRF, 48 h | AID 504894, 2011 | 330,000 tested, under 10 active | Potency, µM (titrated, usually from 9.22 µM), without a hit: at the top dose activation of IL-2 secretion, actives largely listed as activators; active = well fitted activation curve with a large enough effect; inconclusive = small, poorly fitted or top-dose-only effect, or another doubt; inactive = no such curve, though single readings can be large or run the other way; note: % of control where 0% means no effect
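Compounds are tested in HTS on primary human leukocytes co-incubated with a-CD3 beads for 48 hr. IL-2 output is measured by time-resolved FRET.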
Giardia killer – Small Molecules that selectively kill Giardia lamblia: qHTS; Giardia lamblia trophozoite viability; activity change, % at 7.66 µM, hits read low; AID 540267, 2011; 340,000 compounds, 0.15% hits; in the data active = activity change below about -80%; inconclusive = between about -30% and that limit;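 note: parasites exposed to compound for two days anaerobically before the ATP read; % is set by controls: 0 for no effect and ±100 for the full control effect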
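Compounds were tested on trophozoites seeded at 100 cells/well and held 48 hrs at 37 deg C anaerobically. An ATP-based luminescent kit measured the remaining live cells.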
Numbers without * were called inactive; ? = inconclusive; [ ] = another dose, or the depositor's remark. Some of the compounds tested; rates above refer to the full screens.

SMILES | hERG WT inh | TCR activator | Giardia killer
Oc1ccc(C[C@H]2CNC(=S)N2CC2CCCN2C[C@H](Cc2ccc(O)cc2)N2C[C@H](Cc3ccc(O)cc3)N(CC3CCCCC3)C2=S)cc1 (stereo not given in full) | -11 | 10% | 3
O=C(NCCCCCCNC(=O)OCc1ccccc1)OCc1ccccc1 | 13 | 2% | -8
COC(=O)C1=C(C(=O)OC)[C@@H]2Nc3ccccc3[C@@]23C[C@@H](C(=O)OC)N(C(=O)NC2CCCCC2)C3=N1 | 3 | 4% | 8
COc1ccc(CNC(=O)Cn2cc(C)c(=O)[nH]c2=O)cc1 | -1 | 1% | -1
COC(=O)[C@@H]1C[C@]2(Br)c3ccccc3N(S(=O)(=O)c3ccccc3)[C@@H]2N1C(=O)OC | -6 | 2% | 5
O=C(O)C1=C[C@H](c2ccc3c(c2)OCO3)C[C@H](OCc2ccc(CO)cc2)O1 | 5 | -2% | 91[activator]
O=C(Nc1ccccc1C(=O)Nc1ccccc1)c1ccccc1Br | 0 | 12% | 2
O=c1[nH]cnc(O)c1C1C=CC=CC=C1 | -6 | -1% | 19
COc1cccc(C(=O)NCCCc2ccccc2)c1OC | -7 | -3% | -11
O=C(NCCCc1ccccc1)c1cccc(NC(=O)c2ccccc2)c1 | 4 | -3% | -24
Cc1ccc(S(=O)(=O)N2CCOCC2)cc1NC(=O)CSc1nnc(COc2ccccc2F)n1N | 3 | -5% | -12
CC(C)C[C@H]1CN([C@@H](CC(C)C)CN2CCCC2CN2C(=S)NC[C@@H]2Cc2ccc(O)cc2)C(=S)N1CC1CCCCCC1 (stereo not given in full) | 0 | 4% | -15
Cc1ccc(C(=O)CCC(=O)CCC(=O)O)cc1 | -8 | 2% | -3
COc1ccc(C(=O)Nc2cccc(C)n2)cc1S(=O)(=O)N1CCCc2ccccc21 | -6 | -1% | 1
CCCCCn1c(=O)[nH]c2cc(C(=O)NC3CCN(Cc4ccccc4)CC3)ccc2c1=O | 0 | 2% | 6
COc1ccc(COC(=O)CCc2cc(OC)c(OC)c(OC)c2)cc1F | -2 | -6% | -6
Cc1ccc(S(=O)(=O)N2CCSCCSCCSCCSCC2)cc1 | -24 | -6% | 9
CN1CCN(C(=O)C2=C[C@H](C3CC3)C[C@H](OCc3ccc(CO)cc3)O2)CC1 | 0 | 7% | 10
O=C(c1ccccc1)c1ccc[nH]1 | -1 | 3% | 4
CN(C(=O)c1cccc(NC(=O)Cc2cccc(NC(=O)C3CCCN(C(=O)C4CCC4)C3)c2)c1)C1CC1 (stereo not given) | -1 | 1% | 14
OCc1nc2ccccc2n1CCOc1ccccc1 | 8 | 0% | 10
COC(C(=O)C(O)C(C)O)C1Cc2cc3cc(OC4CC(OC5CC(O)C(O)C(C)O5)C(O)C(C)O4)c(C)c(O)c3c(O)c2C(=O)C1OC1CC(OC2CC(OC3CC(O)C(OC)C(C)O3)C(O)C(C)O2)C(O)C(C)O1 (stereo not given) | -10 | -3% | -3
CN(C)/C(=C\C(=O)c1ccccc1)C(=O)c1ccccc1 | 10 | 2% | -13
C=C1CCN([C@@H](CC(C)C)C(=O)NCc2ccc(OC)cc2)S(=O)(=O)c2ccccc21 | 3 | 0% | 6
O=C1CC(C(=O)O)C2(CCCC2)O1 (stereo not given) | 5 | -8% | 0
COC(=O)c1ccc(NCc2c(O)ccc(O)c2Br)cc1Cl | -6 | -4% | 14
COc1ccc(Cc2nc3c([nH]2)c(=O)n(C)c(=O)n3C)cc1OC | -9 | 0% | -2
COCCNC(=O)C(OC(=O)c1ccco1)c1ccc(OC)cc1 (stereo not given) | -3 | 0% | -6
COc1ccc(Nc2ccc3ccccc3c2)cc1 | -5 | 3% | -6
O=S(=O)(NN=Cc1ccc(O)cc1O)c1cc(Cl)c(Cl)cc1Cl | 17 | 0% | 0
CCCCCCCCCCCCN1[C@@H](CC(=O)OC)c2cc(F)cc(F)c2S1(=O)=O | -5 | -1% | -2
CCOC(=O)Nc1ccc(OC(=O)Oc2ccc(NC(=O)OCC)cc2)cc1 | 7 | 1% | -11
Cn1c(N)c(S(=O)(=O)NCc2ccccc2)c(=O)n(C)c1=O | 8 | 1% | -12
ClCC1=Nc2ccccc2Cc2ccccc21 | -1 | 2% | -23
CCOC(=O)CN1N=C(/C=C/c2ccccc2)CCC1=O | 9 | 15% | 3
COc1cc(NC(=O)C2CC3CCC2C3)c(OC)cc1Cl (stereo not given) | 3 | -5% | 14
COc1ccc(N2C(=O)C3C4c5ccccc5C(C=Nc5ccc(C)cc5C)(c5ccccc54)C3C2=O)cc1 (stereo not given) | -1 | 5% | 1
Cc1ccc(SCC(=O)Nc2nncs2)cc1 | -5 | 1% | 5
CCOC(=O)C1=C(C(=O)OCC)c2ccc(OC)c(OC)c2C1 | 2 | -2% | -2
Nc1cc(=O)[nH]c2ncnn12 | -21 | 1% | 110[activator]
CCCCCCCCN1[C@@H](CC(=O)O)c2ccc(C(F)(F)F)cc2S1(=O)=O | -3 | -1% | -16
O=C(CCSC1=NCCCN1)c1ccc(F)cc1 | 17 | 11% | 6
CCc1cc[n+](C(C(=S)Nc2cccc(C)c2)=C([O-])c2ccc(C)c([N+](=O)[O-])c2)cc1 | 26 | 0% | 12
Nc1cc(S(=O)(=O)O)cc2ccc(S(=O)(=O)O)cc12 | -4 | -4% | -15
C=CC1=C(C(=O)O)N2C(=O)[C@@H](NC(=O)/C(=N/OCC(=O)O)c3csc(N)n3)[C@H]2SC1 | -1 | 2% | 1
CCOC(=O)C1=CC(=O)CC(C)(C)O1 | -7 | 8% | -12
CC1CN(C)C(C)CC1OC(=O)C(c1ccccc1)c1ccccc1 (stereo not given) | -4 | 7% | -15
NC(=O)c1ccccc1N=Cc1cccnc1 | 4 | -2% | -25
O=C(/C=C/c1ccccc1)Nc1cccc(C(=O)NC2CC2)c1 | -3 | -3% | -14
COCC(C)N1CCC(n2nccc2NC(=O)c2ccccc2Cl)CC1 (stereo not given) | 31 | 1% | -1
[O-][N+](=Cc1ccccc1)c1ccc(Cl)cc1 | -14 | -5% | -7
COc1ccc(OC)c(N=Nc2c(O)c3ccccc3[nH]c2=O)c1 | -3 | 2% | 0
CCOc1ccccc1C(=O)NCC(=O)NCCSc1ccc(Br)cc1 | 6 | -2% | -2
Cn1cc(C[C@H](NC(=O)OC(C)(C)C)C(=O)N[C@@H](CO)Cc2ccccc2)c2ccccc21 | -10 | -16% | 7
c1ccc(C(CN2CCCCC2)Oc2ccccn2)cc1 (stereo not given) | 15 | 4% | -2
O=C1C=CC(=O)N1c1cccc2cccnc12 | 6 | 12% | 20
CCOC(=O)C1(CCOc2ccccc2)CCN(Cc2cccc(OC)c2)CC1 | -96* | 0% | -3
Cc1ccc(C(=O)Cc2ccccc2)c(O)c1 | 1 | -4% | -3
O=c1c2ccccc2oc2ccc(-c3ccc4[nH]ccc4c3)cc12 | 1 | 0% | -7
COc1ccccc1NS(=O)(=O)c1cc(NC(=O)c2ccccc2C)ccc1N1CCOCC1 | -9 | -20% | 19
Next results follow:
SMILES | hERG WT inh | TCR activator | Giardia killer
O=C(C1CCCN(S(=O)(=O)c2ccc(F)cc2)C1)N1CCOCC1 (stereo not given) | 1 | -4% | -11
CCN(CC(=O)Nc1ccccc1OC)C(=O)CN1C(=O)NC(C)(c2ccc3ccccc3c2)C1=O (stereo not given) | 4 | -7% | 3
COc1ccc(Nc2cc(C)nc3ncnn23)cc1 | 4 | -4% | 21
O=C(O)c1cccc(Oc2ccc(C(=O)O)c([N+](=O)[O-])c2)c1 | 20 | 0% | -7
CCN(CC)CCCNc1ccc2ncn3c4ccc(O)cc4c(=O)c1c23 | 3 | 1% | -8
O=C1CCC([N+](=O)[O-])C(c2ccc(-c3ccccc3)cc2)N1 (stereo not given) | -3 | 4% | 2
C=CCC(NCc1ccccc1)c1ccc(C)o1 (stereo not given) | -3 | 1% | 3
COc1ccc(C(=O)NCC(C)NC(=O)c2ccc(OC)cc2)cc1 (stereo not given) | -1 | -4% | -7
O[C@@H]1CN(C2CCN(Cc3ccccc3)CC2)CC[C@H]1N1CCCCCC1 | 3 | 12% | 3
Cc1ccc(NC(=O)CN(C)C(=O)Cc2coc3cc(C)c(C)cc23)cc1 | -13 | 4% | -17
O=C(NCc1ccccc1)c1cccc(NC(=O)C2CCCCC2)c1 | 7 | 2% | 17
CCC1(C)Cc2c(sc3nc4n(c(=O)c23)CCCS4)CO1 (stereo not given) | -5 | 10% | -9
N#Cc1ccc(Oc2ccc(C#N)c(C#N)c2)cc1C#N | -4 | 1% | -5
COC1OC2COC(c3ccccc3)OC2C(OC(=O)c2ccccc2)C1OC(=O)c1ccccc1 (stereo not given) | -3 | -5% | -11
COc1cccc(C(=O)Nc2ccc(C(=O)NCC3CCCO3)cc2)c1 (stereo not given) | 16 | -2% | -6
COc1ccc(C=NNC(=O)CCCCC(=O)NN=Cc2ccc(OC)cc2)cc1 | -4 | -2% | -1
C[C@@H]1CN(S(=O)(=O)C(C)(C)C)[C@H](CCO)/C1=C\c1ccccc1 | 4 | 11% | 18
Cn1c(=O)c2c(nc(N3CCOCC3)n2CCNC2=NCCC2)n(C)c1=O | 4 | 4% | -2
COCCN(Cc1cc2cc(C)ccc2n2nnnc12)C(=S)Nc1ccc(OC)cc1 | 8 | 2% | -21
O=C1c2ccccc2S(=O)(=O)c2cc(N3CCOCC3)ccc21 | -24 | -8% | ?
CSc1ccc(C2=C/C(=C3/SC(=S)NC3=O)c3ccccc3O2)cc1 | -1 | 7% | 5
COc1ccc(NS(=O)(=O)c2cccc(C(=O)N/N=C(/C)c3ccc(-n4ccnc4)cc3)c2)cc1 | 3 | 2% | -3
COc1ccc(OC)c(CNC(=O)COc2cc(=O)n(C)c3ccccc23)c1 | -10 | 6% | 36[activator]
O=C(NCCc1ccccc1F)C1CC(=O)N(c2cccc(C(F)(F)F)c2)C1 (stereo not given) | 2 | 5% | -15
O=C1NC(=O)C2(CCCC2c2ccccc2)N1 (stereo not given) | 0 | -54% | 0
COc1ccc(C2CC(c3cccs3)=NN2S(=O)(=O)c2ccc(C)cc2)cc1 (stereo not given) | -9 | 4% | -5
O=C(NCCF)C1Nc2ccc(OC(F)(F)F)cc2C2C=CCC12 (stereo not given) | -10 | -3% | 22
C=CC[C@]12C=C(OC)C(=O)C(OC)=C1O[C@@H](c1ccc3c(c1)OCO3)[C@H]2C | 3 | -71% | 4
O=C(O)c1ccc(NC(C(=O)c2ccccc2)c2ccccc2)cc1 (stereo not given) | -4 | -5% | -12
CC(C)C(=O)Nc1cccc(COc2ccccc2CN(Cc2ccccc2)C(=O)OC(C)(C)C)c1 | 2 | -4% | -21
CC(C)C[C@H]1CNC(=O)C(=O)N1CC1CCN(CC2CCC(C(C)(C)C)CC2)CC1 (stereo not given in full) | 3 | 1% | 19
CCOC1=CC(=O)N(Cc2ccccc2)C1 | -1 | 13% | -12
O=P(Cc1cccc2ccccc12)(c1ccccc1)c1ccccc1 | -6 | -5% | 2
O=C(O)c1ccc(Oc2ccc([N+](=O)[O-])cc2)c([N+](=O)[O-])c1 | -8 | 2% | 8
C[C@@H]1CCC[C@@]2(O[C@@H](CCO)C[C@@H](O)[C@@H]2O)O1 | -9 | -17% | -3
O=S(=O)(NC(=S)c1ccccc1)c1ccccc1 | -2 | 9% | 0
Cn1c(=O)c2[nH]c(CCc3ccncc3)nc2n(C)c1=O | -2 | -3% | 18
CC(=O)Nc1ccc(S(=O)(=O)Nc2cccc(-c3nc4cc(C)ccc4o3)c2)cc1 | -1 | -1% | 3

As a working copy, part of the list above:
SMILES | hERG WT inh | TCR activator | Giardia killer
CSc1ccc(C2=C/C(=C3/SC(=S)NC3=O)c3ccccc3O2)cc1 | -1 | 7% | 5
COc1ccc(NS(=O)(=O)c2cccc(C(=O)N/N=C(/C)c3ccc(-n4ccnc4)cc3)c2)cc1 | 3 | 2% | -3
COc1ccc(OC)c(CNC(=O)COc2cc(=O)n(C)c3ccccc23)c1 | -10 | 6% | 36[activator]
O=C(NCCc1ccccc1F)C1CC(=O)N(c2cccc(C(F)(F)F)c2)C1 (stereo not given) | 2 | 5% | -15
O=C1NC(=O)C2(CCCC2c2ccccc2)N1 (stereo not given) | 0 | -54% | 0
COc1ccc(C2CC(c3cccs3)=NN2S(=O)(=O)c2ccc(C)cc2)cc1 (stereo not given) | -9 | 4% | -5
O=C(NCCF)C1Nc2ccc(OC(F)(F)F)cc2C2C=CCC12 (stereo not given) | -10 | -3% | 22

Some entries already given, limited to hERG WT inh:
Molecule | hERG WT inh
C[C@@H]1CCC[C@@]2(O[C@@H](CCO)C[C@@H](O)[C@@H]2O)O1 | -9
O=P(Cc1cccc2ccccc12)(c1ccccc1)c1ccccc1 | -6

2 entries picked at random from those above:
SMILES | hERG WT inh | TCR activator | Giardia killer
CC(C)C[C@H]1CNC(=O)C(=O)N1CC1CCN(CC2CCC(C(C)(C)C)CC2)CC1 (stereo not given in full) | 3 | 1% | 19
C[C@@H]1CCC[C@@]2(O[C@@H](CCO)C[C@@H](O)[C@@H]2O)O1 | -9 | -17% | -3

Screens as filed in PubChem BioAssay.
